PrPC surface inh: inhibitors of human cell surface prion protein PrPC, primary screen, cell-based, TR-FRET. Major prion protein (Homo sapiens), P04156. TR-FRET read-out. inhibition, % at 13.8 µM. 370,000 tested, 0.43% active. AID 720596, 2013; in the data active = inhibition above about 24%; note: 0% = median of the test wells and 100% = reference compound wells
MazEF act: activators of E. coli MazEF toxin-antitoxin RNase, primary screen, biochemical, fluorescence, uHTS; AID 504720, 2011; activation, % at 20 µM; Endoribonuclease toxin MazF (Escherichia coli (strain K12)), P0AE70; FAM/BHQ RNA-DNA oligo cleavage fluorescence, 5 h; 350,000 tested, 0.32% active; in the data active = activation above about 50%
Target sequence (P0AE70 whole entry, looked up): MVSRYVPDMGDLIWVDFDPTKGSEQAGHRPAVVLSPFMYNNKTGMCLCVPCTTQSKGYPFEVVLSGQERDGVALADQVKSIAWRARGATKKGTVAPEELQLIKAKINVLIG
Anthrax LF inh2: Bacillus anthracis LF protease inhibitors, primary screen, biochemical, multiplex microsphere, MLPCN library; multiplex microsphere protease cleavage assay; inhibition, % at 10 µM; Lethal factor (Bacillus anthracis), P15917; 360,000 tested, 0.12% active; AID 588501, 2011; note: plate controls were buffer without enzyme for full effect and enzyme alone for no effect
Target sequence (P15917 whole entry, looked up): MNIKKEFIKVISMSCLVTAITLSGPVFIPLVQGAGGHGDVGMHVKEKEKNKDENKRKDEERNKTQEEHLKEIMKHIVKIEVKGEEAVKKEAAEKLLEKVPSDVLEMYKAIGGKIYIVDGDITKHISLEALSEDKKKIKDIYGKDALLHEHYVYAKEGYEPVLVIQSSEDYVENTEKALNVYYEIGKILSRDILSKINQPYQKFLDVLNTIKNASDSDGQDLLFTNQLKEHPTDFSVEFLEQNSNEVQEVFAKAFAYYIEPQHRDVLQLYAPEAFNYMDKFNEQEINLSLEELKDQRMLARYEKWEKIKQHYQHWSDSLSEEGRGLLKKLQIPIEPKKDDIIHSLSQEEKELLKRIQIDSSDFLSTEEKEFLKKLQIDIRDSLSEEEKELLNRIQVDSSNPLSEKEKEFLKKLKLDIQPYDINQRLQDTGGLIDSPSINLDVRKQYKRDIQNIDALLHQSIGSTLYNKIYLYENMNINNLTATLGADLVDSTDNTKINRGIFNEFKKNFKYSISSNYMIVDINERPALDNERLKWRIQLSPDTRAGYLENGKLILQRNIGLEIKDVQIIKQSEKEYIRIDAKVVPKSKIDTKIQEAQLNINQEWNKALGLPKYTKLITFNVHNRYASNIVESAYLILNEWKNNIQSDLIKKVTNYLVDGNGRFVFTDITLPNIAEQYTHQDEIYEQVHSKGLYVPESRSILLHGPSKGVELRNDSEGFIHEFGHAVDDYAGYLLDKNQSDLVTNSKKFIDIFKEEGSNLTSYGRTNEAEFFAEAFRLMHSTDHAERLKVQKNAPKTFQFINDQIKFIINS
VHR inh abs: VHR1 phosphatase inhibitors, primary screen, biochemical, absorbance, uHTS | Dual specificity protein phosphatase 3 (Homo sapiens), P51452 | inhibition, % at 13.3 µM | recombinant VHR phosphatase, pNPP absorbance | AID 1654, 2009 | 290,000 tested, 0.52% active; in the data active = inhibition above about 50%; note: some compounds called inactive have numbers as strong as hits
3CLpro inhibitor: SARS-CoV 3CLpro protease inhibitors, primary screen, biochemical, quenched FRET. AID 1706, 2009. 290,000 tested, 0.14% active. inhibition, % at 6 µM. Replicase polyprotein 1ab (Severe acute respiratory syndrome coronavirus), P0C6X7. recombinant SARS-CoV 3CLpro, quenched FRET peptide cleavage; in the data active = inhibition above about 12%
CCHF vOTU inh: CCHFV vOTU protease inhibitors, primary screen, biochemical, Pep-AMC substrate, fluorescence; inhibition, % at 11.5 µM; 370,000 tested, 0.55% active; in the data active = inhibition above about 30%; note: 0% = vehicle wells with enzyme and 100% = no enzyme wells
SSB-PriA inh: inhibitors of Klebsiella pneumoniae PriA binding to SSB C-terminal tail, primary screen, biochemical, AlphaScreen; 430,000 tested, 0.6% active; AlphaScreen SSBct-PriA binding, biotinylated peptide; inhibition, % at 33 µM; AID 1272365, 2023; in the data active = inhibition mostly above about 37%, no sharp cut-off; inactive = mostly below about 20%;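 note: plate controls were negative control peptide for no effect and reference peptide for full effect; strong numbers were not always called active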
BoNT F protease: BoNT/F light chain protease inhibitors, primary screen, biochemical, flow cytometry, MLPCN library; AID 588497, 2011; Botulinum neurotoxin type F light chain protease (Clostridium botulinum); 360,000 tested, 0.22% active; inhibition, % at 10 µM; Multiplex microsphere protease cleavage assay; in the data active = inhibition above about 35%, passing the limit was not always enough; inconclusive = no clear call, values can overlap the other calls; note: plate controls were buffer without enzyme for full effect and enzyme alone for no effect
BoNT A protease: BoNT/A light chain protease inhibitors, primary screen, biochemical, flow cytometry, MLPCN library; multiplex microsphere protease substrate cleavage; Botulinum neurotoxin type A light chain protease (Clostridium botulinum A str. ATCC 3502); 360,000 tested, 0.17% active; AID 588499, 2011; inhibition, % at 10 µM; note: plate controls were buffer without enzyme for full effect and enzyme alone for no effect
Rv3671c inh: Rv3671c serine protease inhibitors, primary screen, biochemical, fluorescence polarization, M. tuberculosis H37Rv; inhibition, % at 5.96 µM; 320,000 tested, 0.048% active; P9WHR9; in the data active = inhibition above about 38%;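 note: extracellular domain of Rv3671c used as enzyme; 0% = enzyme with DMSO and 100% = no enzyme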
An asterisk follows results filed as active; u = inconclusive; x = not tested or not shown; & = joins results of further samples. Cut-off read from the data, not from the text of the source, unless noted: active = inhibition above about 30%; inconclusive = no clear call, values can overlap the other calls; inactive = below that. Some of the compounds tested, so the mix of outcomes need not match the whole.

SMILES	PrPC surface inh	MazEF act	Anthrax LF inh2	VHR inh abs	3CLpro inhibitor	CCHF vOTU inh	SSB-PriA inh	BoNT F protease	BoNT A protease	Rv3671c inh
COc1cc2c(cc1OC)C13CCN4CC5=CCOC6CC(=O)N2C1C6C5CC43 (centres undefined) (tested in a mixture with another compound)	-4	8	-5	40	-2	-4	x	-16	-1.2	-10
Cc1nccc(-c2cccc(NC(=O)Nc3ccc(Cl)cc3)c2)n1	-6	0	-8	-1	0	4	3	-4	0.2	-11
O=C(Nc1cc(Cl)ccc1-n1cncn1)c1ccc([N+](=O)[O-])o1	-13	-1	-3	x	x	-4	-10	-8	-4.1	3
O=c1c(Cl)c2oc3ccccc3nc-2c2ccccc12	x	-189	25	39	2	x	20	6	47*	0
C/C(=N/NS(=O)(=O)c1ccc(C)c(C)c1)c1ccncc1	-1	3	0	6	3	-1	x	0	1.9	1
CC(C)Cc1ccc(CN2CCCC(NC(=O)CCN3CCCCC3=O)C2)cc1 (centres undefined)	-2	2	-4	13	-2	11	-13	-7	-1.9	-6
CCN(CC(=O)NC1CCS(=O)(=O)C1)S(=O)(=O)c1cccc(C(C)=O)c1 (centres undefined)	1	2	-3	18	5	-7	-5	-4	0.0	7
O=C1NCN(C2CCCCC2)CN1	-7	7	3	x	x	9	-5	1	0.5	x
CC1CCN(CC(=O)n2c3c(c4ccccc42)CCCC3)CC1	1	1	-4	29	-2	-2	-5	-7	-0.9	11
COc1ccc(S(=O)(=O)NCC(c2ccc3c(c2)OCO3)N2CCN(c3ccccc3)CC2)cc1 (centres undefined)	-4	-7	-3	x	x	-8	-12	11	2.3	-4
COC(=O)c1sc2ccccc2c1NC(=O)c1cccs1	1	7	-7	38	3	-3	-23	-4	-0.7	-13
O=C(NC1CCSc2ccccc21)c1cc([N+](=O)[O-])ccc1N1CCOCC1 (centres undefined)	-16	4	-4	x	x	7	13	10	0.5	0
O=C(COC(=O)CNC(=O)c1ccco1)NCCN1C(=O)CSC1=O	0	8	-2	12	1	-4	-5	4	1.8	11
Cc1cccc(NC(=O)CSc2nnc(-c3n[nH]c4ccccc34)o2)c1	3	7	1	0	-2	7	-7	5	0.2	-49
Cc1ccnc(NS(=O)(=O)c2ccc(NC(=O)C3CCCNC3=O)cc2)n1 (centres undefined)	-3	3	-27	27	-5	3	-19	-42	-5.2	2
Cc1cc2occ(CC(=O)NNC(=O)c3ccccc3F)c2cc1C	8	2	2	5	1	-15	5	-1	0.5	-7
COC(=O)c1noc(-c2ccc(OC)cc2)n1	-1	11	5	-8	1	-2	-14	-8	1.0	-4
N#Cc1ccc(C(=O)N2CCN(c3ncccn3)CC2)cc1	3	1	17	x	-4	-21	3	15	2.2	-3
O=C1CC(NCC2CCCO2)C(=O)N1c1ccc(Cl)cc1 (centres undefined)	-2	1	-1	11	4	3	-3	-1	-0.5	-9
COc1cccc(-c2nc(-c3ccc(C(=O)O)cc3)no2)c1	-1	-10	3	x	x	-2	-2	-1	0.1	6

In a second layout: five of the compounds above
Value order – PrPC surface inh	MazEF act	Anthrax LF inh2	VHR inh abs	3CLpro inhibitor	CCHF vOTU inh	SSB-PriA inh	BoNT F protease	BoNT A protease	Rv3671c inh
- Cc1cc2occ(CC(=O)NNC(=O)c3ccccc3F)c2cc1C
    8	2	2	5	1	-15	5	-1	0.5	-7
- COC(=O)c1noc(-c2ccc(OC)cc2)n1
    -1	11	5	-8	1	-2	-14	-8	1.0	-4
- N#Cc1ccc(C(=O)N2CCN(c3ncccn3)CC2)cc1
    3	1	17	x	-4	-21	3	15	2.2	-3
- O=C1CC(NCC2CCCO2)C(=O)N1c1ccc(Cl)cc1 (centres undefined)
    -2	1	-1	11	4	3	-3	-1	-0.5	-9
- COc1cccc(-c2nc(-c3ccc(C(=O)O)cc3)no2)c1
    -1	-10	3	x	x	-2	-2	-1	0.1	6

Following part:
SMILES	PrPC surface inh	MazEF act	Anthrax LF inh2	VHR inh abs	3CLpro inhibitor	CCHF vOTU inh	SSB-PriA inh	BoNT F protease	BoNT A protease	Rv3671c inh
Cc1cc(N2CCN(C)CC2)nc2ccc(NC(=S)N3CCN(c4ccc(F)cc4)CC3)cc12	-2	8	-3	12	-1	-14	18	-5	-1.1	5
COc1ccc(S(=O)(=O)N2CCN(C(=S)NCCc3ccccc3)CC2)cc1	7	-4	-4	-23	0	2	-9	5	1.6	-7
Cc1cc2ccccc2c(=O)n1CC(=O)NC1CCCCCC1	3	10	0	19	0	2	-7	19	-0.2	-3
CC1=CC(C)(C)N(S(=O)(=O)c2ccc(C)cc2)c2ccc(C)cc21	15	-11	0	31	3	-7	-16	-2	-0.4	-4
Cc1ccc(S(=O)(=O)Nc2cccc(NC(=O)CN3CCCCC3)c2)cc1	3	1	4	2	2	-1	-1	26	0.5	-3
CCOC(=O)C1=C(C)N=c2s/c(=C/c3ccc(OCC(=O)O)c(OC)c3)c(=O)n2C1c1ccc(Cl)cc1 (centres undefined)	-4	14	-22	x	x	8	x	u	-1.4	-9
COc1cc(C(=O)NCCOc2ccc(F)cc2)c(Br)c(OC)c1OC	4	-8	0	12	2	7	-1	-1	-0.4	10
Cc1cc2c(cc1S(=O)(=O)N1CCN(c3ccccc3F)CC1)OCC(=O)N2	-2	49	-5	1	-5	-12	-9	15	-0.5	-1
COc1cc(C)ccc1OCc1cc(C(=O)NCCN2CCCC(O)C2)no1 (centres undefined)	5	1	2	36	-7	2	-10	-10	-1.3	-1
CCOC(=O)c1c(NC(=O)/C=C/c2ccc(C)o2)sc(C)c1C	5	-9	2	5	1	-18	-3	-2	1.2	-10
O=C(CCCc1ccccc1)NCc1ccccc1	4	x	x	7	6	-20	x	x	x	-5
O=[N+]([O-])c1ccc2nc(NS(=O)(=O)c3ccc(Cl)cc3)sc2c1	-2	5	-4	11	9	19	0	6	0.4	-11
CC1(C)CC(C(CC(=O)Nc2nccs2)c2ccccc2)CCO1 (centres undefined)	15	-2	0	26	-1	9	-17	3	-0.6	0
Cc1ccccc1OCC(O)CN(Cc1ccccc1O)C1CCCCC1 (centres undefined)	3	-3	-2	26	5	12	-10	-6	-0.1	1
Cc1ccccc1OCc1nc2ccccc2[nH]1	4	5	-8	-10	-1	-3	-14&-4	-7	-2.5	-2
COc1ccc(CNC(=O)c2oc3ccc(S(=O)(=O)N4CCOCC4)cc3c2C)cc1	2	8	17	2	0	-5	-20	-4	-2.0	-5
Cc1cccc(NC(=O)c2ccccc2NC(=O)CCC(=O)O)c1	-1	3	1	1	-1	-3	-2	6	1.0	-11
COc1ccccc1C(=O)Nc1ccnn1C1CCN(C(C)CSC)CC1 (centres undefined)	-3	-21	-3	-3	-1	11	-6	-2	-2.2	5
CCCCC(CC)COCCCN=Cc1c(O)[nH]c(=S)[nH]c1=O (centres undefined)	13	4	0	1	-4	5	-6	-4	0.9	-4
CC(C)=CCOc1ccc2ccc(=O)oc2c1	7	-4	-8	-24	3	-40	-12	-5	-0.4	5
O=C(NCc1ccc(Cl)cc1)c1cc(-c2ccco2)on1	-2	-9	-1	5	-2	1	-5	-11	-1.0	4
Cc1cc(=O)oc2c(C)c(OC(C)C(=O)NCC(O)c3ccccc3)ccc12 (centres undefined)	-4	9	-1	6	-1	-1	-9	-3	-0.7	-1
Cc1c(NC(=O)C(C)OC(=O)c2ccc([N+](=O)[O-])s2)c(=O)n(-c2ccccc2)n1C (centres undefined)	-26	9	0	0	3	41*	3	2	-0.6	-14
CC(=O)c1ccc(NC(=O)CSc2nnc(-c3ccco3)c(-c3ccco3)n2)cc1	-15	-10	3	12	2	8	-3	5	6.0	0
CC(C)(CC(=O)N1CCN(c2ccc(Cl)cc2)CC1)CC1=NS(=O)(=O)c2ccccc2N1	15	-1	2	21	-1	9	5	2	0.5	-3
CCCN1C(=O)SC(CC(=O)Nc2ccccc2)C1=O (centres undefined)	-6	11	-22	14	10	-3	-7	4	-0.1	-1
Cc1cccc(NC(=O)CN(CCc2ccccc2)S(C)(=O)=O)c1	7	-10	-10	19	-1	6	-16	-10	-3.2	x
O=C(NCc1ccccn1)C1C2C=CC(C2)C1C(=O)Nc1ccc(F)cc1 (centres undefined)	10	8	2	-1	1	8	-8	2	0.3	2
CCOC(=O)COc1ccc(/C=C/[N+](=O)[O-])c(OCC(=O)OCC)c1	4	-9	-2	16	0	16	-3	8	0.3	1
O=C(Nc1ccccc1Cl)c1ccc2nccnc2c1	-22	-2	15	21	0	3	9	-26	-3.9	1
CCOC(=O)COc1cnc2ccccc2n1	-8	6	-1	10	3	-9	-2	-4	0.4	-7
Cc1cccc(C)c1NC(=O)C1(C)CCC(=O)N1C1CCN(Cc2ccccc2)CC1 (centres undefined)	-5	x	-4	x	x	0	x	-10	0.0	x
Cc1nc(CS(=O)(=O)c2ccccc2)cc(Sc2ccc(Cl)cc2)n1	-9	-3	0	-5	4	3	-17	-4	0.1	-7
Cc1nnc(SCc2ccc([N+](=O)[O-])cc2)o1	-5	4	4	-10	0	-9	-7	-11	-0.3	-77
O=C(N1CCN(Cc2ccccc2)CC1)C12CC3CC(CC(C3)C1)C2	4	-10	2	10	-3	24	-2	-1	0.1	3
C=CCn1c(/N=C/c2ccc(N(C)C)cc2)nc2ccccc21	7	-83	-2	14	-1	15	x	-5	-0.7	1
O=C(O)c1cccc(NC(=O)C2C3C=CC(C3)C2C(=O)O)c1 (centres undefined)	2	0	x	5	2	-13	-3	x	x	-3
Cc1cc(C)n(-c2ccc(Cl)c(C(=O)Nc3ccc(OC(F)(F)F)cc3)n2)n1	10	0	2	-5	-1	-17	0	34	3.1	-2
CCCCNC(=O)CN1C(=O)CSc2ccc(S(=O)(=O)N3CCOCC3)cc21	8	1	2	x	x	3	x	2	-0.2	x
CCC(=O)NC(=S)Nc1cccc(NC(=O)c2ccc(Cl)cc2Cl)c1	-1	14	1	14	0	7	-21	6	-0.2	-9
COC(=O)C(c1ccccc1)C(C(=O)OC)c1ccccc1 (centres undefined)	-11	4	2	15	-5	-6	0	-3	0.1	1
CC(C)[C@H](NS(=O)(=O)c1ccccc1)C(=O)OCC(=O)Nc1cccc(S(N)(=O)=O)c1	-4	-3	-3	x	x	-10	-7	-8	-0.4	-4
Cc1onc(-c2c(Cl)cccc2Cl)c1C(=O)N1CCN(c2ncccn2)CC1	-7	-1	0	25	-2	3	-17	-2	-0.1	4
CCOC(=O)COc1c(/C=N\OC)cc(Cl)cc1OC	9	-2	-2	7	2	1	x	-4	-0.5	4
CCOCCCNC(=O)C1CCN(S(=O)(=O)N(CC(C)C)CC(C)C)CC1	-4	-6	-3	-12	-4	4	2	4	-0.5	3
Cn1c(SCc2ccc([N+](=O)[O-])cc2)nnc1-c1cccnc1	-6	-21	-2	30	-3	6	-7	1	-0.6	3
Cc1ccc(C)c(N(Cc2ccccc2F)S(C)(=O)=O)c1	2	-11	-3	0	-1	28	-9	-3	-0.3	-2
CS(=O)(=O)N1CCC(C(=O)NCc2ccc(Cl)cc2Cl)CC1	2	1	4	21	0	15	-12	-3	1.0	1
Cc1ccc(-n2nc(C)c3c2OC(N)=C(C#N)C3c2ccoc2)cc1 (centres undefined)	-1	-13	-8	7	4	-9	-8	-2	0.6	-3

Screening data deposited in PubChem BioAssay by several laboratories.
